Screening data (PubChem BioAssay)
Growth percent in the NCI-60 one-dose screen (48 h, 10 µM unless noted): 100 = growth as untreated, 0 = no growth, -100 = all killed.
SNB-75 = SNB-75 CNS cancer. AID 1794750. hit rate 5% among 79,000
HCC-2998 = HCC-2998 colon cancer; hit rate 4.7% among 79,000
SF-295 = SF-295 CNS cancer cells | AID 1794758 | hit rate 5.6% among 79,000
SF-539 = SF-539 CNS cancer. hit rate 6.8% among 81,000
HCT-116 = HCT-116 colon cancer; AID 1794798; hit rate 7.3% among 82,000
KM12 = KM12 colon cancer cells; AID 1794800; hit rate 5% among 82,000
SNB-19 = SNB-19 CNS cancer cells; hit rate 2.5% among 81,000; AID 1794751
U251 = U251 CNS tumor cells; hit rate 5.4% among 80,000
SF-268 = SF-268 CNS cancer cells; hit rate 3.1% among 82,000; AID 1794759
* = called active by the depositor; · = not tested or not shown; & = joins results of further samples. How the source made its calls: active means growth percent below 10; inactive means the rest.

1. O=C(NCO)c1ccccc1O
2. NC(=O)c1cc(Cl)ccc1NC(=O)COc1ccccc1
3. CC(C)=CCc1cc2c(cc1O)C1=C(C(=O)C3=C(NCCS3(=O)=O)C1=O)C(C=C(C)C)O2 (centres undefined)
4. O=C1/C(=C/c2ccc([N+](=O)[O-])o2)Oc2ccccc21
5. COc1cc(Cc2ccc(O)c(OC)c2)ccc1O
6. O=C(O)c1ccc(NS(=O)(=O)Cc2ccc(Cl)c(Cl)c2)cc1
7. Cc1cc(C(=O)Nc2cccc(-n3cc(-c4ccncc4)c(-c4ccc(Cl)c(O)c4)n3)c2)ccc1Br
8. Cc1ccc(NC(=O)CN2CCN(c3cc(=O)[nH]c4ccc(F)cc34)CC2)cc1
Compound	1	2	3	4	5	6	7	8
SNB-75	77	36	71	75	92	82	·	78
HCC-2998	104	83	32	-1.7*	106	102	·	102
SF-295	121	·	92	79	104	121	·	96
SF-539	102	18	20	-41*	102	105	95	93
HCT-116	96	32	-21*	-56*	92	104	94	85
KM12	121	38	54	48	112	93	97	106
SNB-19	105	65	32	89	102	107	115	82
U251	106	40	1.9*	48	98	107	92	88
SF-268	111	66	0.7*	-11*	109	100	104	82

9. COC(=O)[C@H]1[C@H]2C[C@@H]3c4[nH]c5cc(OC)ccc5c4CCN3C[C@H]2C[C@@H](OC(=O)c2ccc(N)cc2)[C@@H]1OC
10. C#C[C@]1(O)CC[C@H]2[C@@H]3CC=C4c5sc(-c6ccc(F)cn6)nc5CC[C@]4(C)[C@H]3CC[C@@]21C
11. COc1ccc(/C=N/NC(=O)c2ccc(Br)o2)cc1
12. COc1ccc2c(=O)c(C)c(C(=O)N[C@@H](Cc3ccccc3)C(=O)C(=O)NCc3ccccc3)oc2c1
13. COc1ccc(C/C(C)=C(\c2ccc(O)cc2)c2ccc(OCCN3CCCCC3)cc2)cc1
14. COc1ccc(-n2nc(C(=O)O)nc2-c2cc(OC)c(OC)c(OC)c2)cc1
15. C=CCn1c(SCC(=O)Nc2ccc(Cl)cc2)nnc1-c1ccc(Cl)cc1
16. CC1(C)OCC2OC3(C(=O)O)OC(C)(C)OC3C2O1 (centres undefined)
Compound	9	10	11	12	13	14	15	16
SNB-75	85	-13*	108	·	77	·	101	89
HCC-2998	121	65	104	104	81	·	97	102
SF-295	113	-71*	145	109	99	116	100	97
SF-539	92	-46*	94	98	83	102	94	108
HCT-116	85	18	96	100	47	98	84	106
KM12	91	14	101	106	91	107	75	100
SNB-19	·	32	90	99	97	107	89	100
U251	84	16	101	106	73	106	105	·
SF-268	93	23	99	111	82	114	96	101

17. O=C(O)CCc1cccc2ccccc12
18. COc1ccc(C2=NN(C=O)C(c3ccc(Cl)cc3)C2)cc1S(N)(=O)=O (centres undefined)
19. CO[C@H](/C(C)=C/C=C\[C@@H]1C(C)=C[C@@H]2C[C@H](O)CC(=O)[C@@H]2[C@H]1/C=C(C)/C=C/[C@@H](C)NC(=O)[C@H](C)C/C=C/C[C@@H](O)Cc1ccc(O)cc1)[C@@H](C)C(=O)O
20. COc1ccc(NC2CC(=O)N(CCc3ccccc3)C2=O)c(OC)c1 (centres undefined)
21. CC(=O)Nc1ccc2c(c1)C(=Nc1cccc(C)c1)c1ccccc1-2
22. CC(=O)OCCCCC[n+]1ccc(SCC(=O)n2ccc3ccccc32)c2ccccc21
23. CC(=O)N1CCC([C@@]23C[C@@H](OC(=O)CO)[C@@](C)(O2)[C@@H]2CCC(C)=C2[C@@H]3OC(=O)/C=C/c2ccccc2)CC1
24. CN1CCN(C(=O)Oc2cc3c(c4ccccc24)[C@H](CCl)CN3C(=O)c2cc3cc(OCCCN4CCC4)ccc3[nH]2)[C@H]2CSSC[C@H]21
Compound	17	18	19	20	21	22	23	24
SNB-75	88&107	83	98	91	104	97	84	-77*
HCC-2998	98&100	108	97	100	·	106	95	-47*
SF-295	96&106	98	105	103	105	101	102	-6.4*
SF-539	101	105	102	101	106	106	95	-75*
HCT-116	100&101	99	88	102	107	101	103	6.4*
KM12	125&92	103	98	104	100	99	104	2.0*
SNB-19	89&95	93	100	95	104	105	87	-15*
U251	105&95	99	103	102	95	99	80	6.9*
SF-268	113&96	98	99	96	99	106	96	-9.4*

25. COc1cccc(-c2nn(C(C)(C)C)cc2-c2ccnc(NCCNS(=O)(=O)c3cccc(F)c3)c2)c1
26. O=CNc1c(Br)cc2c(c1Br)Cc1cc(Br)ccc1-2
27. Cc1cc(O)c(C2=NN(c3ccc(S(N)(=O)=O)cc3)C(c3cccc(O)c3)C2)cc1Cl (centres undefined)
28. NS(=O)(=O)c1ccc(NCC(=O)Nc2ccc(-c3nc4ccccc4s3)cc2)cc1
29. CCn1cc(/C=C2\Oc3cc(OCC#N)ccc3C2=O)c2cc(OC)ccc21
30. Cc1ccc2c(-c3nnc(N)o3)cc(=O)oc2c1C
31. N#CC1=C(c2ccc(Cl)cc2)Nc2c(c(-c3ccccc3)nn2-c2ccccc2)C12C(=O)N(Cc1ccccc1)c1ccccc12 (centres undefined)
32. O=CNc1cccc(Cl)c1Cl
Compound	25	26	27	28	29	30	31	32
SNB-75	75	99	77	69	19	86	153	100
HCC-2998	114	101	103	88	56	102	103	101
SF-295	100	92	76	99	17	99	104	135
SF-539	106	88	106	91	3.6*	103	105	91
HCT-116	103	92	75	25	12	102	98	109
KM12	102	90	81	62	24	98	102	104
SNB-19	102	112	94	74	30	103	91	100
U251	·	103	77	71	24	97	108	92
SF-268	98	94	83	25	56	94	120	100

33. O=C(O)c1ccc(-c2nn(-c3ccc(C(=O)O)cc3)cc2CNc2cccc(Br)c2)cc1
34. C=CC[Se]C(=O)Cc1c(C)n(C(=O)c2ccc(Cl)cc2)c2ccc(OC)cc12
35. N#CC1(C#N)C2CCCC(O)(C2(O)O)C1(C#N)C#N (centres undefined)
36. COc1ccc(C2CC(c3cc(C)ccc3C)=NN2c2ccc(S(=O)(=O)NC(=O)NCc3ccccc3)cc2)cc1 (centres undefined)
37. COc1cc(NC(=O)[C@@H]2C[C@H]2c2ccccc2)c(C(N)=O)cc1OC
38. Cc1nn2c(=O)[nH]cnc2c1Cl
39. NC(=O)c1cc(Br)ccc1N(Cc1ccccc1)S(=O)(=O)c1ccccc1
40. CCN(CC)C(=O)CCCCCCCC(=O)N(CC)CC
Compound	33	34	35	36	37	38	39	40
SNB-75	101	-69*	72	86	76	92	80	90
HCC-2998	104	4.3*	98	93	94	·	111	107
SF-295	105	-29*	93	62	85	94	92	·
SF-539	97	-90*	95	95	93	97	105	100
HCT-116	99	5.4*	100	91	94	115	96	98
KM12	103	-28*	107	73	79	104	106	104
SNB-19	102	-46*	105	94	94	·	109	107
U251	98	-59*	96	85	97	108	104	·
SF-268	98	15	105	85	90	106	112	105

41. COc1ccc(C2c3ccc4ccccc4c3Oc3ncnc(N)c32)cc1 (centres undefined)
42. Oc1cccc(-c2nc(-c3n[nH]c(=S)n3-c3ccccc3)cc3c2[nH]c2ccccc23)c1
43. Cc1cccc(C)c1C(=N)c1ccccc1Cc1ccccc1
44. O=C1c2cc(O)c(O)cc2O[C@H](c2ccc(O)c(O)c2)[C@H]1O
45. S=c1[nH]cnc(S)c1Cl
46. Cc1cc(C)c(N)c(Br)c1
47. CCCCC(=O)Nc1ncc(Cc2ccccc2Cl)s1
48. COc1ccc(-c2ccc(NC(=O)Nc3cccc(Cl)c3)c(C)n2)cc1OC
Compound	41	42	43	44	45	46	47	48
SNB-75	·	-11*	81	113	104	75&83	25	84
HCC-2998	104	-15*	108	94	93	112	53	88
SF-295	87	3.9*	99	104	105	110&127	46	84
SF-539	88	-15*	111	107	102	93&108	39	90
HCT-116	93	11	82	106	99	96&110	21	63
KM12	72	13	106	100	101	102&106	25	79
SNB-19	91	24	95	101	107	95&107	49	97
U251	93	14	91	109	96	104&105	32	83
SF-268	86	29	111	114	98	103&105	70	87

49. COc1cc(C(=O)CCc2ccc3c(c2)OCO3)cc(OC)c1OC
50. CC(C)C1CC(=O)c2c(oc3cc(O)c(O)cc23)C1 (centres undefined)
51. CSc1nc(COC(=O)NC(C)C)c(COC(=O)NC(C)C)n1Cc1ccccc1
52. COc1ccc(/C(C)=N/N=C(\C)c2ccc(OC)cc2)cc1
53. Brc1ccc2[nH]cc(-c3nc(-c4c[nH]c5ccncc45)cs3)c2c1
54. Cc1ccc(S(=O)(=O)N2CCC(Cc3cc4ccccc4o3)C2)cc1 (centres undefined)
55. COC1=CC2C3(O)CCCc4cccc(c43)N3C(=O)CCC23C=C1OC (centres undefined)
56. CCCCOc1nc2cc(Cl)ccc2cc1/C=C/c1cc(/C=C/c2cc3ccc(Cl)cc3nc2OCCCC)[nH]n1
Compound	49	50	51	52	53	54	55	56
SNB-75	75	92	91&81	79	52	85	70	87
HCC-2998	105	102	112&102	103	-79*	110	111	102
SF-295	117	107	115&73	99	-85*	109	101	100
SF-539	101	77	93&105	96	-95*	99	102	93
HCT-116	105	92	104&102	106	-94*	98	98	100
KM12	97	92	108&92	111	-82*	100	104	109
SNB-19	96	102	99&107	101	-80*	101	95	100
U251	108	93	100	104	-84*	99	98	93
SF-268	112	78	97&102	99	-66*	102	101	100

13 of these compounds, set out differently.
Values run as follows: SNB-75, HCC-2998, SF-295, SF-539, HCT-116, KM12, SNB-19, U251, SF-268
#41 COc1ccc(C2c3ccc4ccccc4c3Oc3ncnc(N)c32)cc1 (centres undefined)
  ·, 104, 87, 88, 93, 72, 91, 93, 86
#42 Oc1cccc(-c2nc(-c3n[nH]c(=S)n3-c3ccccc3)cc3c2[nH]c2ccccc23)c1
  -11*, -15*, 3.9*, -15*, 11, 13, 24, 14, 29
#43 Cc1cccc(C)c1C(=N)c1ccccc1Cc1ccccc1
  81, 108, 99, 111, 82, 106, 95, 91, 111
#44 O=C1c2cc(O)c(O)cc2O[C@H](c2ccc(O)c(O)c2)[C@H]1O
  113, 94, 104, 107, 106, 100, 101, 109, 114
#45 S=c1[nH]cnc(S)c1Cl
  104, 93, 105, 102, 99, 101, 107, 96, 98
#46 Cc1cc(C)c(N)c(Br)c1
  75&83, 112, 110&127, 93&108, 96&110, 102&106, 95&107, 104&105, 103&105
#47 CCCCC(=O)Nc1ncc(Cc2ccccc2Cl)s1
  25, 53, 46, 39, 21, 25, 49, 32, 70
#48 COc1ccc(-c2ccc(NC(=O)Nc3cccc(Cl)c3)c(C)n2)cc1OC
  84, 88, 84, 90, 63, 79, 97, 83, 87
#49 COc1cc(C(=O)CCc2ccc3c(c2)OCO3)cc(OC)c1OC
  75, 105, 117, 101, 105, 97, 96, 108, 112
#50 CC(C)C1CC(=O)c2c(oc3cc(O)c(O)cc23)C1 (centres undefined)
  92, 102, 107, 77, 92, 92, 102, 93, 78
#51 CSc1nc(COC(=O)NC(C)C)c(COC(=O)NC(C)C)n1Cc1ccccc1
  91&81, 112&102, 115&73, 93&105, 104&102, 108&92, 99&107, 100, 97&102
#52 COc1ccc(/C(C)=N/N=C(\C)c2ccc(OC)cc2)cc1
  79, 103, 99, 96, 106, 111, 101, 104, 99
#53 Brc1ccc2[nH]cc(-c3nc(-c4c[nH]c5ccncc45)cs3)c2c1
  52, -79*, -85*, -95*, -94*, -82*, -80*, -84*, -66*

Further records:
57. Cc1ccc(-c2cc(C(=O)N3N=C(c4ccc(N)cc4)CC3c3ccc(Cl)cc3)c3ccccc3n2)cc1 (centres undefined)
58. O=c1[nH]c(=O)c2[nH]c(-c3cc4ccccc4[nH]c3=O)nc2[nH]1
59. COc1ccc(/C=C/C=C\C(=O)c2ccc(N3CCCC3)cc2)cc1
60. O=C(O)CCCCCCCCCCNC(=O)Nc1cccc(C(F)(F)F)c1
61. CCOC(=O)c1ccc2c(c1)nc(-c1ccc(OC)cc1)n2C1CCCCC1
62. Clc1cccc(N/N=C/c2c[nH]c3ccc(Br)cc23)n1
63. CCOc1cccc(Nc2nc(N)nc3[nH]c4ccc(O)cc4c23)c1
64. Cn1c(=O)c2c(n(C)c1=O)n(C)c(=O)n2C
Compound	57	58	59	60	61	62	63	64
SNB-75	-4.4*	72	95	79	105	·	46	·
HCC-2998	38	107	98	121	104	-9.7*	90	104
SF-295	21	109	94	92	103	-9.8*	68	·
SF-539	-2.3*	95	99	90	102	-1.3*	81	99
HCT-116	12	96	84	94	84	8.2*	73	92
KM12	28	105	100	91	99	4.6*	88	108
SNB-19	42	89	82	97	104	20	70	106
U251	22	98	82	·	98	17	80	106
SF-268	39	102	94	106	104	41	45	109

65. Cc1ccc(/C=C2\CN(C(=O)OC(C)(C)C)C/C(=C\c3ccc(C)cc3C)C2=O)c(C)c1
66. NS(=O)(=O)c1ccc(CN=C2NC(=O)S/C2=C\c2ccc(Br)cc2)cc1
67. COC(=O)c1nnn(-c2ccc(Cl)cc2Cl)c1N
68. C=Cc1c(Cl)cccc1Cl
69. O=C(Cc1ccccc1)Nc1nnc(OC2CCN(c3nnc(NC(=O)Cc4ccccc4)s3)CC2)s1
70. Cc1cc2n(n1)-c1ccc(C#N)cc1Oc1ccccc1-2
Compound	65	66	67	68	69	70
SNB-75	79	89	79	115	57	93
HCC-2998	91	107	100	106	79	90
SF-295	·	102	73	141	51	105
SF-539	101	92	90	100	63	97
HCT-116	32	95	78	98	66	109
KM12	85	109	79	107	43	87
SNB-19	80	98	·	110	80	91
U251	60	98	59	112	23	99
SF-268	87	92	86	103	36	89
